Screening data from PubChem BioAssay.
TAG inh – triacylglycerol accumulation inhibition; H9c2 cells, Nile Red lipid (TAG) fluorescence; cells loaded with 200 µM oleic acid; 0.66% of 230,000 active; inhibition, % at 12.5 µM; AID 651582;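 active means pattern-corrected inhibition of lipid staining of at least 50% with the nuclear-stain viability signal not falling by more than 50%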;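 further: 0% = DMSO wells and 100% = triacsin C control wells; some results filed as inactive read as strong as hits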
TAG inh DAPI viability – also measured in TAG inh; calls as there; DAPI nuclei signal change (viability), lower = more cytotoxic, %;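 whole-well DAPI fluorescence read on a plate reader as a viability signal; minus 50 percent equals half of cells still viable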
* marks the source's active call; other numbers are inactive results.

Start of the data: the first 30 records (preview)
SMILES	TAG inh	TAG inh DAPI viability
Cc1nc2ccc(S(=O)(=O)NC(C(=O)N3CCn4c3nc3ccccc34)C(C)C)cc2s1 (stereo not drawn)	-2	4
Cc1ccc(SCC(=O)Nc2ccc(C(=O)Nc3ccc(O)cc3)cc2)cc1	14	-8
CCNS(=O)(=O)c1ccc(CCC(=O)NCCC2=CCCCC2)cc1	5	4
Cc1cc([N+](=O)[O-])nn1CC(=O)Nc1ccc(F)cc1	-2	3
Cc1ccc(C(=O)N2CCN(C(=O)c3ccco3)CC2)cc1NC(=O)c1ccco1	7	8
O=Cc1ccc(-c2ccc([N+](=O)[O-])cc2Cl)o1	5	5
C[C@@H](C(=O)OCC(=O)c1ccccc1)N1C(=O)C2CCCCC2C1=O (stereo partly drawn)	-16	-1
COc1ccc(-c2sc3ccc(OC)cc3c2-c2ccc(OC)c(F)c2)cc1	11	4
Cc1cc(NC(=O)COc2cccc(C)c2C)no1	-7	2
CCOc1ccc(-n2c(SCC(N)=O)nnc2-c2cccnc2)cc1	11	-6
O=C1CS/C(=N/N=C2CCCC2)N1	12	3
COc1ccccc1NC(=O)C1=C(C)Nc2ncnn2C1c1ccccc1C (stereo not drawn)	-12	-13
C=CC[C@H](CC(=O)NCCO)C(=O)N[C@H](COC(=O)[C@@H](CC=C)Cc1ccc(F)cc1)C(C)(C)C	-4	0
O=C(Oc1ccc(Cl)c(Cl)c1)C1=CC=CN2CCS(=O)(=O)N=C12	7	1
CCCS(=O)(=O)NC(=O)C1(C)CCN(C(=O)Cc2cccc3ccccc23)C1 (stereo not drawn)	8	2
O=C(O)c1cccc2c1C(=O)c1cc([N+](=O)[O-])cc([N+](=O)[O-])c1-2	4	-1
CCOC(=O)c1ccccc1NC(=O)Cn1cnc2c(cnn2-c2ccccc2)c1=O	2	0
Cc1ccc(NC(=O)N(CCCN2CCOCC2)Cc2cc3cc4c(cc3[nH]c2=O)OCO4)cc1	16	6
CC1=C(C(=O)N(C)C)CC(CC(=O)NCC2CCCCC2)C(=O)N1CCC1=CCCCC1 (stereo not drawn)	1	-13
COC(=O)c1cnc(Oc2c(Cl)cc(N)cc2Cl)cc1C(F)(F)F	4	5
COc1ccc(OC)c(-c2csc(NC(=O)C3=NNC(=O)CC3)n2)c1	6	-9
Cc1cc2nc[nH]c2cc1[N+](=O)[O-]	-5	6
CCOC(=O)CSc1nnc(CNc2ccc(F)cc2)o1	-4	2
O=C1N/C(=N/S(=O)(=O)c2ccccc2)S/C1=C/c1cccnc1	6	2
Cc1ccc(-n2c(SCC(=O)Nc3cc(C)on3)nc3c(c2=O)SC(C)C3)cc1 (stereo not drawn)	10	-1
O=C(CNC(=O)c1ccc(Br)o1)NCc1ccc(F)cc1	-14	2
N#Cc1ccc(Nc2ccccc2)c(N)c1	4	0
Cc1ccc2nc(Cl)cc(=O)n2c1	-4	7
COc1cc(NC(=O)CCc2ccccc2)c(C(=O)O)cc1OC	-13	-1
COc1ccccc1-c1ccc2c(c1)C(C)(Cc1ccc(Cl)c(Cl)c1)C(=O)N2 (stereo not drawn)	-4	9

Main list, repeating the preview:
SMILES	TAG inh	TAG inh DAPI viability
Cc1nc2ccc(S(=O)(=O)NC(C(=O)N3CCn4c3nc3ccccc34)C(C)C)cc2s1 (stereo not drawn)	-2	4
Cc1ccc(SCC(=O)Nc2ccc(C(=O)Nc3ccc(O)cc3)cc2)cc1	14	-8
CCNS(=O)(=O)c1ccc(CCC(=O)NCCC2=CCCCC2)cc1	5	4
Cc1cc([N+](=O)[O-])nn1CC(=O)Nc1ccc(F)cc1	-2	3
Cc1ccc(C(=O)N2CCN(C(=O)c3ccco3)CC2)cc1NC(=O)c1ccco1	7	8
O=Cc1ccc(-c2ccc([N+](=O)[O-])cc2Cl)o1	5	5
C[C@@H](C(=O)OCC(=O)c1ccccc1)N1C(=O)C2CCCCC2C1=O (stereo partly drawn)	-16	-1
COc1ccc(-c2sc3ccc(OC)cc3c2-c2ccc(OC)c(F)c2)cc1	11	4
Cc1cc(NC(=O)COc2cccc(C)c2C)no1	-7	2
CCOc1ccc(-n2c(SCC(N)=O)nnc2-c2cccnc2)cc1	11	-6
O=C1CS/C(=N/N=C2CCCC2)N1	12	3
COc1ccccc1NC(=O)C1=C(C)Nc2ncnn2C1c1ccccc1C (stereo not drawn)	-12	-13
C=CC[C@H](CC(=O)NCCO)C(=O)N[C@H](COC(=O)[C@@H](CC=C)Cc1ccc(F)cc1)C(C)(C)C	-4	0
O=C(Oc1ccc(Cl)c(Cl)c1)C1=CC=CN2CCS(=O)(=O)N=C12	7	1
CCCS(=O)(=O)NC(=O)C1(C)CCN(C(=O)Cc2cccc3ccccc23)C1 (stereo not drawn)	8	2
O=C(O)c1cccc2c1C(=O)c1cc([N+](=O)[O-])cc([N+](=O)[O-])c1-2	4	-1
CCOC(=O)c1ccccc1NC(=O)Cn1cnc2c(cnn2-c2ccccc2)c1=O	2	0
Cc1ccc(NC(=O)N(CCCN2CCOCC2)Cc2cc3cc4c(cc3[nH]c2=O)OCO4)cc1	16	6
CC1=C(C(=O)N(C)C)CC(CC(=O)NCC2CCCCC2)C(=O)N1CCC1=CCCCC1 (stereo not drawn)	1	-13
COC(=O)c1cnc(Oc2c(Cl)cc(N)cc2Cl)cc1C(F)(F)F	4	5
COc1ccc(OC)c(-c2csc(NC(=O)C3=NNC(=O)CC3)n2)c1	6	-9
Cc1cc2nc[nH]c2cc1[N+](=O)[O-]	-5	6
CCOC(=O)CSc1nnc(CNc2ccc(F)cc2)o1	-4	2
O=C1N/C(=N/S(=O)(=O)c2ccccc2)S/C1=C/c1cccnc1	6	2
Cc1ccc(-n2c(SCC(=O)Nc3cc(C)on3)nc3c(c2=O)SC(C)C3)cc1 (stereo not drawn)	10	-1

A run of entries of the results above:
SMILES	TAG inh	TAG inh DAPI viability
Cc1nc2ccc(S(=O)(=O)NC(C(=O)N3CCn4c3nc3ccccc34)C(C)C)cc2s1 (stereo not drawn)	-2	4
Cc1ccc(SCC(=O)Nc2ccc(C(=O)Nc3ccc(O)cc3)cc2)cc1	14	-8
CCNS(=O)(=O)c1ccc(CCC(=O)NCCC2=CCCCC2)cc1	5	4
Cc1cc([N+](=O)[O-])nn1CC(=O)Nc1ccc(F)cc1	-2	3

The results go on.
SMILES	TAG inh	TAG inh DAPI viability
O=C(CNC(=O)c1ccc(Br)o1)NCc1ccc(F)cc1	-14	2
N#Cc1ccc(Nc2ccccc2)c(N)c1	4	0
Cc1ccc2nc(Cl)cc(=O)n2c1	-4	7
COc1cc(NC(=O)CCc2ccccc2)c(C(=O)O)cc1OC	-13	-1
COc1ccccc1-c1ccc2c(c1)C(C)(Cc1ccc(Cl)c(Cl)c1)C(=O)N2 (stereo not drawn)	-4	9
COc1cccc(OC)c1Nc1nc(C)nc2c1nnn2Cc1ccccc1Cl	12	4
CCOc1ccc(N2C(=O)C(=O)/C(=C(/O)c3ccccc3)C2c2ccccc2[N+](=O)[O-])cc1 (stereo not drawn)	6	-4
Cc1cc(C)nc(NC(=O)c2cccc([N+](=O)[O-])c2)c1	-5	8
O=C(c1ccco1)N1CCN(C(=O)c2ccccc2OCc2ccccc2)CC1	-11	1
O=C(O/N=C\c1ccc(N2CCCCC2)c([N+](=O)[O-])c1)c1c(F)cccc1F	1	-4
Cc1cccc(C(=O)Nc2nnc(SCC(=O)NCc3ccco3)s2)c1	16	-5
C=C(C)CNC(=S)NNC(=O)CCn1c2cc(Cl)ccc2c2ccc(Cl)cc21	0	9
CCOC(=O)c1c(NC(=O)CNCC(O)CO)sc(C)c1C (stereo not drawn)	-1	6
COc1ccc(OC)c(NC(=O)CN(c2ccc(C)cc2)S(=O)(=O)c2c(C)noc2C)c1	23	-16
COc1ccc(OCc2cc(C(=O)N(C)CC3CCCCO3)no2)c(Cl)c1 (stereo not drawn)	-13	6
O=C(CSc1ncn[nH]1)Nc1ccc(S(=O)(=O)N2CCCC2)cc1	-10	-5
COc1ccc(CN2CCC(c3nc4ccc(Cl)cc4[nH]3)CC2)cc1	0	3
CC(C)(C)c1ccc(/C=C2\Oc3c(ccc(O)c3CN3CCN(CCO)CC3)C2=O)cc1	-4	30
CCN1CCN(CC(=O)Nc2cc(S(=O)(=O)N3CCCCC3)ccc2Cl)CC1	-5	3
CCOc1cc(C2NC(=O)c3ccccc3O2)ccc1OC(C)C (stereo not drawn)	-10	3
Cc1ccc(-c2cc(C(=O)NCC3CCCO3)c3ccccc3n2)cc1C (stereo not drawn)	6	2
CC(C)(CN1CCN(Cc2ccccc2)CC1)NS(=O)(=O)c1ccccc1	-10	3
CCN(CC)S(=O)(=O)c1cccc(C(=O)N/N=C2\CC(=O)CC(C)(C)C2)c1	-4	6
O=C(CCc1ccc(S(=O)(=O)NC2CCCCC2)cc1)Nc1ccccc1	8	-4
CN(C)c1ccc(C=NCC2(O)CCOC(C)(C)C2)cc1 (stereo not drawn)	-22	-10

Later entries
SMILES	TAG inh	TAG inh DAPI viability
CC1(C)CC2(CCO1)OC(=O)CC2C(=O)NCc1ccccc1 (stereo not drawn)	-3	-2
COc1ccc(-c2nnc(SCC(C)C)o2)cc1	-11	3
CC(C)N1C(=O)C2C(C(=O)NC3CCCCC3)C3C=CC2(O3)C1C(=O)NC1CCCCC1 (stereo not drawn)	8	9
CC(C)N(NC(=O)c1cccc2ccccc12)C(C)C	-10	9
COc1c2ccoc2c(OCC=C(C)C)c2oc(=O)ccc12	5	0
Cc1ccc(S(=O)(=O)CCC(=O)OC(C)C(=O)Nc2ccc(N3CCOCC3)cc2)cc1 (stereo not drawn)	-4	-6
CSc1cccc(NS(=O)(=O)c2ccc(C(C)=O)cc2)c1	-7	1
c1ccc(-c2c[nH]c3[n+]2CCCCC3)cc1	4	-1
O=C1OC(c2ccc(O)cc2)(c2ccccc2O)c2ccccc21 (stereo not drawn)	-24	3
CCC(CC)N1CCN(C(=O)c2cccc(Cl)c2)CC1	-7	3
N/C(=N\OC(=O)c1ccc(Br)cc1)c1ccncc1	5	-4
COc1ccc(C(O)c2nc(-c3ccccc3)cs2)cc1 (stereo not drawn)	-41	29
O=C1NC(=S)NC1=Cc1ccccc1O	1	3
COCc1nnc(NC(=O)C(C)C)s1	8	-4
O=C(CSc1nnc(CNC(=O)c2ccccc2F)o1)NCCc1ccccc1	-3	5
CCc1nc2c(OCCOc3ccc(F)cc3)cccn2c1N(C=O)Cc1ccccc1	-25	16
O=C(CCc1ccc(O)cc1)NN=Cc1ccc2c(c1)OCO2	-3	-8
O=C(NCC(=O)N(Cc1ccccc1)C(C(=O)NC1CCCC1)c1cccnc1)c1ccco1 (stereo not drawn)	16	-8
Cc1cc(/C=C(\C#N)C(=O)O)c(C)n1CCC(C)C	11	-5
O=C(COC(=O)c1ccc2ccccc2n1)NCc1ccccc1	-4	16
Cc1ccccc1NC(=O)CSc1nccn1Cc1ccco1	18	-16
C=C(C)Cc1c(C)c(C#N)c2nc3ccccc3n2c1NCCCN(C)C	11	5
CCc1ccc(NC(=O)C(=S)NC2CCCCC2)cc1	0	-3
CC(C)(C)NC(=O)C(c1ccc(F)cc1)N(Cc1ccccc1Cl)C(=O)c1ccn[nH]1 (stereo not drawn)	-20	10
CN(C(=O)COC(=O)c1cc(-c2ccco2)nc2ccccc12)C1CCS(=O)(=O)C1 (stereo not drawn)	4	1

(listing goes on)
SMILES	TAG inh	TAG inh DAPI viability
CCC(c1nnnn1C(C)(C)CC)N(CCCO)Cc1cc2cc(C)cc(C)c2[nH]c1=O (stereo not drawn)	17	-10
O=C(Cn1ncc2c(=O)oc3ccccc3c21)N1CCCN(Cc2ccccc2F)C1	-6	-3
CCN(CC)Cc1c(C(=O)OC)nnn1-c1nonc1N	-13	2
CCc1ccc(C(=O)CN2CCSC2=N)cc1	9	4
CCCCC(CC)CN1C(=O)/C(=C/c2ccncc2)SC1=S (stereo not drawn)	-16	-11
Cc1ccc(Nc2ncc3c(n2)CC(c2ccco2)CC3=O)c(C)c1 (stereo not drawn)	13	-1
CCC(c1nnnn1Cc1cccs1)N1CCN(c2nc3ccccc3s2)CC1 (stereo not drawn)	-6	2
O=C(CN1CCN(C(=O)c2cccc(F)c2)CC1)Nc1ccccc1F	-2	4
Cc1nn(C)c(=O)n1-c1ccccc1	1	1
O=C(COC(=O)C1CC(=O)N(c2ccccc2)C1)c1ccccc1 (stereo not drawn)	-5	2
O=C(NCc1ccco1)C1CCCN1S(=O)(=O)c1ccccc1C(F)(F)F (stereo not drawn)	-6	-3
Cc1nc(-c2ccc(Cl)cc2)sc1C(=O)NN	3	-7
COc1cc(NC(C)=O)ccc1NC(=O)c1cc2ccccc2o1	5	-1
CCOC(=O)C1(CCCc2ccccc2)CCN(C(=O)C2CCCO2)CC1 (stereo not drawn)	-7	0
CCOc1ccc(CCNC(=O)c2cc3ccccn3n2)cc1OCC	31	-3
COC(=O)c1cc(C(=O)N(Cc2ccccc2)c2ccccn2)cc([N+](=O)[O-])c1	-5	8
CCCN=C1NC(=O)C(CC(=O)NCCc2ccccc2)S1 (stereo not drawn)	-2	-1

A portion of the library. The share of hits here may be higher or lower than overall.
